FadD28 FP inh: blocks FadD28 binding to the bisubstrate probe | inhibition, % at 12.5 µM | AID 588549 | fluorescence polarization | hit rate 0.22% among 360,000; in the data active = inhibition above about 8.5%, passing the limit was not always enough; inconclusive = no clear call, values can overlap the other calls
UGM FP inh: inhibitors of M. tuberculosis UDP-galactopyranose mutase; hit rate 0.06% among 320,000; AID 504406; P9WIQ1; inhibition, % at 10 µM; purified UGM, fluorescence polarization probe displacement; in the data active = inhibition above about 10%, passing the limit was not always enough; inconclusive = no clear call, values can overlap the other calls
Yp Topo-I inh: Y. pestis Topo-I inhibition via cleavage products; activity, % at 10 µM; hit rate 0.064% among 360,000; Y. pestis Topo-I cleavage product accumulation, plate reader; in the data active = activity above about 50%, passing the limit was not always enough; inconclusive = no clear call, values can overlap the other calls; note: inactives centre near 2
GDH-TPI counter: GDH-TPI coupled enzyme inhibition counter-screen. GDH-TPI coupled enzyme counterscreen, NADH absorbance. inhibition, % at 4.8 µM. hit rate 1.2% among 360,000; in the data active = inhibition above about 30%;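 note: 0% = DMSO wells and 100% = wells lacking the enzyme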
PfHsp40 yeast: rescue of PfHsp40-mediated yeast toxicity; S. cerevisiae expressing PfHsp40, growth rescue, ATP luminescence; growth rescue, % at 12.5 µM; hit rate 0.68% among 340,000; in the data active = growth rescue above about 28%, passing the limit was not always enough; inconclusive = no clear call, values can overlap the other calls;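 note: yeast W303a lacking pdr1 and pdr3 grown in galactose medium; growth measured after three days at 30 °C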
FBA Mtb inh: inhibitors of M. tuberculosis fructose-bisphosphate aldolase; P9WQA3; purified M. tuberculosis FBA, fluorescence read-out; inhibition, % at 1 µM; hit rate 2.3% among 360,000; in the data active = inhibition above about 27%;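 note: 0% = vehicle and 100% = reference inhibitor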
Mtb BioA inh: inhibitors of Mycobacterium tuberculosis BioA enzyme; inhibition, % at 9.99 µM; purified M. tuberculosis BioA enzyme, plate reader; AID 602481; hit rate 0.096% among 360,000; in the data active = inhibition above about 40%; inconclusive = no clear call, values can overlap the other calls
TcdB GH inh: TcdB glycohydrolase inhibition; P18177; TcdB glycohydrolase enzymatic assay, plate reader; inhibition, % at 9.99 µM; hit rate 0.24% among 350,000; AID 652162; in the data active = inhibition above about 10%
BH1578 lux ind: induces V. cholerae light production without autoinducers; V. cholerae BH1578 lux reporter, luminescence, 6 h; activation, % at 18.7 µM; hit rate 0.16% among 350,000; in the data active = activation mostly above about 9.7%, no sharp cut-off; inconclusive = no clear call, values can overlap the other calls; inactive = mostly below about 3.7%; note: not every result past the cut was called active; inactives centre near 0; reference of the scale not given here
Numbers without * were called inactive; i = inactive; ? = inconclusive; . = no result given; & = joins results of further samples.

Values in the order – FadD28 FP inh	UGM FP inh	Yp Topo-I inh	GDH-TPI counter	PfHsp40 yeast	FBA Mtb inh	Mtb BioA inh	TcdB GH inh	BH1578 lux ind
O=C1CN(C(=O)CSc2nc3cc(Cl)ccc3c(=O)n2Cc2ccccc2)c2ccccc2N1
 : -3.0	-0.7	71*	6	2.8	-3	.	1.3	0.1
NC(=O)c1nnsc1Sc1c(C(N)=O)nnn1-c1cccc(N)c1
 : -1.9	-0.3	-9	-6	1.0	0	.	-0.9	-1.5
CCCOc1ccc(C(=O)c2nc3c(n2O)CCCC3)cc1
 : 0.3	-3.1	0	24	-0.7	-2	0.3	.	i
C=CCSc1nc(C)c(CC(=C)C)c(=O)[nH]1
 : -4.6	0.1	2	0	-0.9	-1	.	0.2	i
COc1cccc(-c2ccc(CN3C(C)C(=O)N(Cc4cn(Cc5ccco5)nn4)CCS3(=O)=O)cc2)c1OC (stereo not drawn)
 : -3.0	.	.	.	.	-4	-1.1	0.0	.
COc1ccc(C2=NOC(C(=O)NC(C)(C)C)C2)cc1 (stereo not drawn)
 : 1.1	.	-7	-1	-1.5	2	-0.1	.	-0.3
O=c1c2c3c(sc2n2cnnc2n1Cc1ccccc1)CN(Cc1ccccc1)CC3
 : -1.2	1.8	6	-2	-0.7	-1	1.6	.	i
COC(=O)c1ccc(CNC(=O)/C=C/c2cc([N+](=O)[O-])ccc2OC(F)F)cc1
 : -3.5	-3.9	3	-12	-0.1	1	-0.3	.	i
Cc1ccc(S(=O)(=O)NCC(c2cccnc2)N2CCc3ccccc32)cc1 (stereo not drawn)
 : -3.0	0.0	33	-10	-0.6	-1	-0.9	-2.8	i
Cc1ccccc1Cn1c2ccccc2c2cnn(CC(=O)NCc3ccco3)c(=O)c21
 : -3.5	-0.2	-1	20	-0.6	6	-2.1	0.9	-0.3
COCC(C)n1c(=O)sc2ccccc2c1=O (stereo not drawn)
 : -1.0	-0.6	17	10	-2.9	8	.	0.2	-0.6
COc1cc(CNCc2ccccn2)ccc1OCc1ccc(Cl)c(Cl)c1
 : -10.0	-0.8	7	13	-0.2	1	4.9	0.5	-0.2
COc1ccc(N2CCC(CNC(=O)Nc3ccc(Cl)cc3)C2)cc1 (stereo not drawn)
 : -1.5	-3.5	-8	14	-1.1	1	0.4	-15	0.4
CCOC(=O)N1CCC(NC(=O)c2sc(-n3cccc3)nc2C)CC1
 : -3.4	1.4	-3	-2	0.0	0	0.0	.	-8.3
NC(=O)C1CCN(CC(=O)N2c3ccccc3CCc3ccccc32)CC1
 : -0.9	0.2	3	1	-0.3	1	.	.	-0.2
CCO[C@@H]1OC(C(=O)Nc2ccccc2)=C[C@H](c2ccc(C(F)(F)F)cc2)[C@H]1CCCO
 : -4.4	-0.4	-2	-4	12	-1	0.1	0.1&0.1	-10
CCOC(=O)C(C)Sc1cnccn1 (stereo not drawn)
 : -0.2	-1.8	-2	-3	-0.5	-1	.	1.5	i
CC(C)(C)NS(=O)(=O)c1ccc(NC(=O)CS(=O)(=O)Cc2ccccc2)cc1
 : ?	2.6	10	5	0.2	0	4.6	0.0	i
COC(=O)C1=C(C)N=C2SC(C)C(=O)N2C1c1cccs1 (stereo not drawn)
 : 0.3	2.1	14	11	0.3	-3	-1.0	.	-1.9
O=[N+]([O-])c1ccc(NN=Cc2ccc(O)cc2O)nc1
 : .	.	-10	29	-1.6	-6	-0.2	-3.3	i

Remaining list, next part
Values in the order – FadD28 FP inh	UGM FP inh	Yp Topo-I inh	GDH-TPI counter	PfHsp40 yeast	FBA Mtb inh	Mtb BioA inh	TcdB GH inh	BH1578 lux ind
O=[N+]([O-])c1cccc(C(=S)N2CCCC2)c1
 : -0.8	-3.0	-1	0	1.8	1	.	0.5	-0.5
CCC(C)(C(=O)NC1CCCCC1)N(C(=O)C1CCC(=O)N1)c1ccc(C)cc1 (stereo not drawn)
 : -1.8	0.7	-6	-2	-1.0	2	-3.7	.	-0.3
COc1ccc(C(c2nnnn2CS(=O)(=O)c2ccc(C)cc2)N2CCN(Cc3ccccc3)CC2)cc1 (stereo not drawn)
 : -0.9	1.1	21	1	0.2	-2	-0.2	.	i
CC(NC(=O)COc1ccc(-c2nnco2)cc1)c1ccc(Cl)cc1Cl (stereo not drawn)
 : -2.1	-2.1	-2	6	-0.7	0	2.4	.	i
Cc1nn(C)c(C)c1NS(=O)(=O)c1ccc(N2CCCC2=O)cc1
 : -1.5	-2.3	-1	-4	-1.1	1	.	-0.3	0.4
COc1ccc(CCNC(=O)Nc2nc(C(N)COCc3ccccc3)cs2)cc1OC (stereo not drawn)
 : -3.1	.	9	2	.	0	-0.4	2.5	-0.1
Nc1cc(Cl)ccc1N1CCOCC1
 : -2.0	2.6	-8	5	-0.9	0	1.1	.	7.1
CCOc1ccc(C(c2nnnn2Cc2ccccc2)N2CCN(C(=O)c3ccco3)CC2)cc1 (stereo not drawn)
 : -1.7	3.2	-4	-5	1.9	-7	-0.4	.	i
CCOC(=O)C1CCN(c2cc(C)nc3ccc(OC)cc23)CC1
 : -0.4	-2.4	19	12	-0.5	-3	-1.3	2.0	i
CCCCCCc1c(O)nc(SCCN(C)C)[nH]c1=O
 : -1.6	0.0	-1	-4	-0.8	7	.	0.6	-0.7
COc1ccccc1N1CCN(c2ccc(Cl)nn2)CC1
 : -0.1	0.1	7	3	-0.1	1	.	-0.5	i
Fc1ccccc1-c1nc2c(s1)CCc1onc(-c3ccc(Br)cc3)c1-2
 : 0.3	1.3	4	15	-1.5	5	-0.4	1.0	i
NC(=O)c1ccccc1NC(=O)c1cccc(C(=O)Nc2ccccc2C(N)=O)n1
 : -0.6	1.1	-7	13	.	7	0.7	1.3	-1.2
COc1ccc2c(c1OC)C(=O)N(c1ccc(OCc3ccccc3)cc1)C2=O
 : .	-0.8	4	6	-0.2	0	0.3	0.9	i
COc1ccccc1NC(=O)CCC(=O)OCc1ccc(Cl)cc1
 : -2.2	-1.5	4	0	0.9	-2	-0.3	1.4	-0.2
COc1ccc(OC)c(S(=O)(=O)Nc2cc3c4c(c2)C(C)C(=O)N4CCC3)c1 (stereo not drawn)
 : -2.1	-1.7	-11	-5	1.2	-2	-0.9	-2.3	1.1
COC(=O)[C@@H]1C[C@]2(OC(=O)c3ccccc3)C=CC(=O)C[C@@H]2N1C(=O)OCc1ccccc1
 : -3.2	2.6	25	0	0.1	-3	-2.0	3.5	i
NC(=O)c1cc([N+](=O)[O-])c(Cl)cc1NCc1cccnc1
 : -1.4	0.5	-1	12	-2.6	3	-2.6	2.3	-8.3
CCc1ccc(NC(=O)CC2S/C(=N/N=C3CCCCCC3)NC2=O)cc1 (stereo not drawn)
 : -2.4	.	18	5	1.6	0	2.4	1.6	i
C/C(=N\NC(=O)c1cccc(S(=O)(=O)N2CCCC2)c1)c1cccs1
 : -0.8	1.4	0	8	-0.2	-3	.	-8.4	i

Part of the list above, as tab-separated lines:
canonical_smiles	FadD28 FP inh	UGM FP inh	Yp Topo-I inh	GDH-TPI counter	PfHsp40 yeast	FBA Mtb inh	Mtb BioA inh	TcdB GH inh	BH1578 lux ind
O=c1c2c3c(sc2n2cnnc2n1Cc1ccccc1)CN(Cc1ccccc1)CC3	-1.2	1.8	6	-2	-0.7	-1	1.6	.	i
COC(=O)c1ccc(CNC(=O)/C=C/c2cc([N+](=O)[O-])ccc2OC(F)F)cc1	-3.5	-3.9	3	-12	-0.1	1	-0.3	.	i

New compounds follow.
Values in the order – FadD28 FP inh	UGM FP inh	Yp Topo-I inh	GDH-TPI counter	PfHsp40 yeast	FBA Mtb inh	Mtb BioA inh	TcdB GH inh	BH1578 lux ind
O=C(C1CCCN(S(=O)(=O)c2ccc(Br)s2)C1)N1CCCCCC1 (stereo not drawn)
 : -5.5	-2.4	22	-4	0.7	3	0.2	.	-0.4
CCOCCCNC(=O)CCC(=O)NNc1nc2ccccc2c2nc(C)nn12
 : 0.6	-0.4	-1	0	-2.1	3	-1.1	0.7	-0.3
CC1(C)CC(NC(=O)c2ccncc2)CC(C)(C)N1O
 : -1.2	0.5	3	3	1.2	-2	.	0.7	-2.7
COc1ccc(NC(=O)Nc2ccc3c(c2)C(=O)N([C@H](C)CO)C[C@H](C)[C@@H](CN(C)C(=O)Nc2ccc(OC)cc2)O3)cc1
 : 0.5	-2.5	6	5	2.4	0	1.0	-2.4&1.3	i
O=S(=O)(NCc1cn2ccsc2n1)c1cccs1
 : -1.8	-0.9	1	-2	-1.7	-1	-0.8	.	.
O=C1CN(S(=O)(=O)c2ccc(F)cc2)c2ccccc2N1
 : -1.1	-0.3	-5	17	-0.5	2	2.5	0.5	0.2
COC(=O)c1c(C(=O)OC)c(-c2cccc(Cl)c2)n2c1CS(=O)(=O)C2
 : -3.2	3.0	-1	-16	0.0	2	15	0.2	-0.6
CC(C)(C)c1ccc(S(=O)(=O)N(CCCN2CCOCC2)Cc2cccs2)cc1
 : -1.3&-2.3	1.1	14&6	12&3	-0.8	2&4	0.1&0.6	1.7	-0.6&-0.2
COCCCNC(=S)NCCCNc1nc2cc(C)cc(C)c2cc1C#N
 : -4.3	0.4	-1	0	0.1	47*	.	0.7	i
O=C(COC(=O)C1CCC1)Nc1ncc(Cl)cc1Cl
 : -2.4	3.1	-9	-5	0.5	0	-0.7	2.3	i
CC1=C(C#N)C(=O)N(C)C(C)(C)C1
 : 0.8	-1.1	-4	6	-0.5	-1	-0.5	.	i
CCN1CCN(c2nc(-c3ccccn3)nc3ccccc23)CC1
 : -1.9	1.5	17	20	-1.6	0	-2.3	.	1.7
CCOc1ccccc1COC(=O)c1cccc(-n2cnnn2)c1
 : -4.6	1.0	11	-1	4.1	0	0.2	.	i
C=CCn1c(Sc2nncn2C)nc2c1c(=O)[nH]c(=O)n2C
 : -0.6	0.6	9	-3	-0.5	-3	-1.1	.	-0.2
C=CCOCCN(CC)CC
 : -5.3	0.5	5	5	-0.2	3	0.8	-0.8	-0.5
CC(C)C(=O)N[C@@H]1c2ccccc2CC[C@H]1OCc1ccccc1
 : 1.4	.	1	0	-0.4	0	-2.6	-8.8	i
COC(CNC(=O)c1ccc2nc(-c3ccccc3)c(-c3ccccc3)nc2c1)OC
 : -1.8	1.2	16	22	-0.1	19	.	0.5	-0.3
Cc1cc(C)c(NC(=O)COC(=O)C23CC4CC(CC(O)(C4)C2)C3)c(Cl)c1
 : -3.1	2.5	0	-4	0.9	-2	-0.5	1.6	i
Cc1nn(-c2ccccc2)c(Cl)c1/C=N/NC(=O)c1ccccc1F
 : -1.2	-0.5	19	0	0.3	-1	2.0	1.9	-0.6
COc1ccccc1CN(C)C(=O)C(NC(=O)Cc1cccc2ccccc12)C(C)C (stereo not drawn)
 : 1.3	1.9	30	11	0.1	0	1.6	0.5	-4.0
Cc1ccc(N(CC2CO2)S(=O)(=O)c2ccc([N+](=O)[O-])cc2)cc1 (stereo not drawn)
 : 0.6	0.9	-1	0	-1.4	3	-0.2	1.3	-0.1
Cc1ccc(C2(c3noc(CN(C)Cc4cnn(C)c4)n3)CCCC2)cc1
 : -2.9	2.9	?	-2	-0.8	4	0.3	0.0	-0.9

High-throughput results: PubChem, several laboratories
